# GCN5L2 inh: inhibitors of human GCN5L2 histone acetyltransferase; Q92830; GCN5L2 HAT assay, ThioGlo1 CoA-SH fluorescence; Potency, µM (titrated, usually from 58.9 µM), without a hit: at the highest dose activity change, negative = inhibition, hits mostly inhibitors; 0.21% of 390,000 active; active = well fitted inhibition curve with a large enough effect; inconclusive = small, poorly fitted or top-dose-only effect, or another doubt; inactive = no such curve, though single readings can be large or run the other way
# Target sequence (Q92830 whole entry, looked up): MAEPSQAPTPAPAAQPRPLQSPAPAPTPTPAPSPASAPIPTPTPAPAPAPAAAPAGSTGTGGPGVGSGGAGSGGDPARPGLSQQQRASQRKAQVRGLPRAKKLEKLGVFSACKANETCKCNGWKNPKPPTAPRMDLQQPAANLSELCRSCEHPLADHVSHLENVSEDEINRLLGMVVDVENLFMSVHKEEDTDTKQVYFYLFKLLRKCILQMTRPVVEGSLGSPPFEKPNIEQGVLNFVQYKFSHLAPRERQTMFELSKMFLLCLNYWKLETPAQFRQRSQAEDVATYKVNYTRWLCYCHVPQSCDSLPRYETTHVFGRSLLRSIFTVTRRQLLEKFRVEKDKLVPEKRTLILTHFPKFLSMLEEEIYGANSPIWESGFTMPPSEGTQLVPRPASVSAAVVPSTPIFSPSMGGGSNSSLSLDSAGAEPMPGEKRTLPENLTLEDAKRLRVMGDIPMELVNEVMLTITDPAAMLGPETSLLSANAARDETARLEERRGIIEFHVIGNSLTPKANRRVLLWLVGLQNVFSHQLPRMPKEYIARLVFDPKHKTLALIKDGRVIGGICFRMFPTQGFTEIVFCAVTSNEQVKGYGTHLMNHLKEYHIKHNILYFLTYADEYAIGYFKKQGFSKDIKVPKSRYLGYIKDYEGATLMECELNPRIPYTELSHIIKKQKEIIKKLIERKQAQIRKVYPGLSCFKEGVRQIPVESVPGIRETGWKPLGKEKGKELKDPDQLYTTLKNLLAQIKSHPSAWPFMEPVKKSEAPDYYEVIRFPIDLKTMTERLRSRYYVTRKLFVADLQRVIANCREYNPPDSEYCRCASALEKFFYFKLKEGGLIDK
#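 GCN5L2 (20nM final) in 50mM HEPES, 0.1mM EDTA pH 7.5, 0.01% Tween-20 was preincubated 15 min at room temperature with compound, then given ThioGlo1 (50uM), H3(1-25) peptide (75uM) and acetyl-CoA (70uM); CoA-thiol fluorescence (Ex340/Em540) was read at 0 and 20 min.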
# Starred values were filed as active, the others as inactive; ? = inconclusive; & = joins results of further samples; [ ] = remark or other dose. % is set by controls: 0 for no effect and ±100 for the full control effect; potency is the fitted concentration of half-maximal effect.
SMILES,GCN5L2 inh
CC[C@H](C)[C@H](NC(=O)[C@H](Cc1ccc(O)cc1)NC(=O)[C@H](Cc1cnc[nH]1)NC(=O)[C@H](CCCNC(=N)N)NC(=O)[C@H](CC(C)C)NC(=O)[C@H](C)NC(=O)[C@H](CO)NC(=O)[C@H](Cc1ccc(O)cc1)NC(=O)[C@H](Cc1ccc(O)cc1)NC(=O)[C@H](CCCNC(=N)N)NC(=O)[C@H](C)NC(=O)[C@H](CC(C)C)NC(=O)[C@H](CC(=O)O)NC(=O)[C@H](CCC(=O)O)NC(=O)[C@H](C)NC(=O)[C@@H]1CCCN1C(=O)[C@H](C)NC(=O)[C@H](CC(=O)O)NC(=O)[C@H](CCC(=O)O)NC(=O)CNC(=O)[C@@H]1CCCN1C(=O)[C@H](CC(N)=O)NC(=O)[C@H](CC(=O)O)NC(=O)[C@@H]1CCCN1C(=O)[C@H](CCCCN)NC(=O)[C@H](CO)NC(=O)[C@@H]1CCCN1C(=O)[C@@H](N)Cc1ccc(O)cc1)C(=O)N[C@@H](CC(N)=O)C(=O)N[C@@H](CC(C)C)C(=O)N[C@@H](CC(C)C)C(=O)N[C@H](C(=O)N[C@@H](CCCNC(=N)N)C(=O)N1CCC[C@H]1C(=O)N[C@@H](CCCNC(=N)N)C(=O)N[C@@H](Cc1ccc(O)cc1)C(N)=O)[C@@H](C)O,3%
C/C(CCC(=O)OC[C@H]1O[C@H](C#Cc2ccccc2)C=C[C@@H]1Oc1ccc(C)cc1)=N\OC[C@@H](O)[C@H]1O[C@@H]2OC(C)(C)O[C@@H]2[C@H]1O,-10%
N#Cc1ccc2c(c1)C[C@]1(c3ccsc3)OC3=C(C(=O)OC4(CCCCC4)C3)C2O1,-16%[12.7 µM]
CC(=O)NC1[C@H](O)C[C@@](O)(C(=O)O)O[C@H]1[C@H](O)[C@H](O)CO (stereo partly drawn),-6%
CCCCNS(=O)(=O)c1ccc2nc(-c3cccs3)cc(C(=O)NCC(OC)OC)c2c1,-13%
CCc1ccc2oc(-c3cc(NC(=O)c4cccs4)ccc3Cl)nc2c1,-6%
CCOC(=O)c1cn(-c2ccc(F)c(F)c2)c2c(F)c(F)c(F)c(F)c2c1=O,-3%
COc1ccccc1C(=O)NNC(=S)NC(=O)c1cccs1,1%
O=C(O)c1ccc2c(c1)C(=O)N([C@]1(C(=O)O)CC1c1ccccc1)C2=O (stereo partly drawn),-3%
O=C(COC(=O)CC(c1ccccc1)c1ccccc1)Nc1ccc(F)c(F)c1,-26%
COCCCn1c2nc3ccccc3nc2c2c(=O)n(Cc3cccs3)cnc21,5%
Cc1ccc(CNC(=O)c2ccc3nc4[nH]c5ccccc5c4nc3c2)cc1,-3%
CC(C)(C)OC(=O)N1CCC(c2nnc(SCc3ccccc3F)o2)CC1,2%
COc1cccc(CN2C(=O)C3(SCC(=O)N3c3ccc(C)c(Cl)c3)c3ccccc32)c1 (stereo not drawn),-15%
N=S(=O)(O)Cc1noc2ccccc12,6%
Cc1cc(C)c(NC(=O)CSc2ncc(S(=O)(=O)c3ccc(C(C)(C)C)cc3)c(=O)[nH]2)c(C)c1,-23%
CC1CC(C)CN(CCCNC(=O)C2CCN(c3ncnc4c3sc3cccc(F)c34)CC2)C1 (stereo not drawn),-3%
Brc1ccc(-c2csc(N3CCCCC3)n2)cc1,-2%
CC(C)(C)c1ccccc1NC(=O)c1c(O)c2cccc3c2n(c1=O)CC3,-8%
O=C1NN(c2ccc(Cl)c(Cl)c2)C(=O)/C1=C/c1cccc(OC(=O)c2cccs2)c1,35µM*
COc1cc2[nH]c(C(=O)Nc3ccc(F)cc3)cc2c(OC)c1OC,3%
CCCCOc1ccc(C(=O)NCCc2cccs2)cc1,-10%
Cc1cc(NC(=O)Cn2c(=O)n(CCCCC(=O)NC3CCN(Cc4ccccc4)CC3)c(=O)c3ccccc32)n[nH]1,-2%
COc1ccc([C@@H]2CC(=O)c3c(O)cc(O[C@@H]4O[C@H](CO[C@@H]5O[C@@H](C)[C@H](O)[C@@H](O)[C@H]5O)[C@@H](O)[C@H](O)[C@H]4O)cc3O2)cc1,-14%
Cc1cccn2c3c(c(=O)nc12)C(c1cccc(F)c1)CC(=O)N3 (stereo not drawn),-11%

# The results go on:
SMILES,GCN5L2 inh
O=C(NS(=O)(=O)c1ccccc1Cl)c1ccc[nH]1,-10%
CCCOc1ccc(/C(O)=C2/C(=O)C(=O)N(CCN(CC)CC)C2c2ccncc2)cc1 (stereo not drawn),-22%
C/C=C(\C=C\[C@@H](C)C/C=C/CC/C=C/C=C\C[C@@H](OC)/C(C)=C\C=C(C)C)CC(=O)O,-1%
COc1cc(OC)cc(C(=O)Nc2cccc(-c3ccc4nncn4n3)c2)c1,1%
Cc1cc(NC(=O)c2ccc3c(c2)OCCO3)cc(-c2nc3ccccc3o2)c1O,-12%
OC[C@H]1O[C@H](n2cnc3c(N[C@H]4CCC[C@@H]4O)ncnc32)[C@H](O)[C@@H]1O,-3%
C=CCC(Nc1ccccc1)c1ccc(OC)c(OC)c1 (stereo not drawn),-3%
CCn1c(SCC(=O)c2c(N)n(C)c(=O)n(C)c2=O)nnc1-c1ccccc1,-1%
Fc1ccc(/C=C2\CCCC3=C2NC(=S)NC3c2ccc(F)cc2)cc1 (stereo not drawn),1%
CCOC(=O)c1cc(OC(=O)c2ccccc2C)n(-c2ccccc2)n1,2%
Cc1ccc(-n2c3c(c(=O)[nH]c2=O)C(NC(=O)c2ccccc2F)(C(F)(F)F)C(=O)N3)cc1C (stereo not drawn),2%
COc1ccc(C(CC(=O)N2CCN(c3ccccc3)CC2)c2c(OC)cc(OC)c3c(-c4ccccc4)cc(=O)oc23)cc1 (stereo not drawn),-24%
O=[N+]([O-])c1cc(C(F)(F)F)ccc1N/N=C/c1cc2ccccc2nc1Cl,-5%
CC(C)C(=O)OCC(=O)[C@@]12OC(C3CCCCC3)O[C@@H]1CC1C3CCC4=CC(=O)C=C[C@]4(C)C3[C@@H](O)C[C@@]12C (stereo partly drawn),-23%
CCOc1ccc(C(=O)Nc2cc(-c3nc4ccccc4s3)ccc2OC)cc1,4%
O=C(Cc1ccc(Cl)cc1)NNC(=O)C1CC=CCC1C(=O)O (stereo not drawn),-11%
CCN(CC)c1ccc(/C=C/c2nc3ccccc3s2)cc1,1%
CSCC[C@H](N)C(=O)N[C@@H](CCCN=C(N)N)C(=O)N[C@@H](CC(C)C)C(=O)N[C@@H](Cc1ccccc1)C(=O)N[C@H](C(=O)O)C(C)C,41%[activator]
CCOC(=O)Cc1nc2ccccc2o1,-3%
C=CCSc1nnc(-c2cccc3ccccc23)o1,-2%
O=C(O)CCc1cc(I)c(Oc2ccc(O)c(I)c2)c(I)c1,-13%
ClCC1=Nc2cccc3cccc(c23)N1,-4%
Cc1ccc(S(=O)(=O)Nc2ccc(-c3nc4cc(NS(=O)(=O)c5ccc(C)cc5)ccc4o3)cc2)cc1,-8%
O=C(CN1C(=O)c2ccccc2C1=O)Nc1nc(-c2cccc([N+](=O)[O-])c2)cs1,-11%
COc1ccccc1-c1csc(-n2ncc(C#N)c2N)n1,-7%

# Additional structures follow:
SMILES,GCN5L2 inh
COc1ccc2[nH]cc(CCN=C(NC(=O)c3ccccc3OC)Nc3nc(C)cc(C)n3)c2c1,-13%
CCCNC(=O)c1[nH]c(C)c(C(=O)OCC)c1C,-7%
CCC(=O)NC[C@H](Cc1ccc(OCCc2nc(-c3ccccc3)oc2C)cc1)N/C(C)=C\C(=O)c1ccc(C(F)(F)F)cc1,-19%
Cc1ccc(CSCC(N)C(=O)O)cc1 (stereo not drawn),18%
O=C(Cn1ncc2ccsc2c1=O)N1CCN(c2ccccc2)CC1,1%
Cc1ccc2[nH]c3c(c2c1)CN(C(=O)CN1CCN(C(=O)c2ccco2)CC1)CC3,-3%
CCc1c2c(nc3ccc(O)cc13)-c1cc3c(c(=O)n1C2)COC(=O)[C@]3(O)CC,?
COc1cc2c(cc1OC)C1O[C@](c3ccsc3)(C2)Oc2cc(C)n(Cc3ccccc3)c(=O)c21,-9%[12.7 µM]
Fc1ccc(CN(C2=NCCN2)c2c(Cl)cccc2Cl)cc1,0%
O=c1[nH]c2cc(Cl)c(O)cc2o1,5%
O=C(Nc1nc2ccc([N+](=O)[O-])cc2s1)c1ccco1,-13%
CCC(C)n1c(-c2ccco2)nc2nc3ccccc3nc21 (stereo not drawn),-10%
COCc1cc(C)nc(OCC(=O)N/N=C/c2ccc(-c3cccc([N+](=O)[O-])c3)o2)c1C#N,4%
Cc1ccc(-n2ncc3c(Nc4cccc(C)c4)ncnc32)cc1,3%
O=C1NC(=S)N/C1=C/c1ccc(-c2c(Br)cc([N+](=O)[O-])cc2Br)o1,?
COc1cccc2c1OC(=O)CC2c1ccc(C)cc1 (stereo not drawn),?
Cc1cc(NC(=O)c2cccnc2)cc(-c2nc3cc(Cl)ccc3o2)c1O,-2%
Cc1nc(-c2ccccc2)sc1CCNC(=O)C(=O)Nc1ccc(F)c(Cl)c1,3%
Cc1ccc(N2C(=O)c3cccc4c(C(=O)O)ccc(c34)C2=O)cc1,-16%
COc1cccc(-c2nnc3sc(-c4ccc(C)cc4)nn23)c1,-5%
COC(=O)c1csc(C(=O)c2c[nH]c3ccccc23)n1,-16%&-14%
CCc1nc(SCC#N)c(C#N)cc1C,-11%
Cc1nc(NC(=O)c2ccc(Cl)cc2)sc1-c1csc(Nc2cccc(F)c2)n1,-7%
Cc1ccccc1NC(=O)c1c(O)c2cccc3c2n(c1=O)CCC3,1%
O=C(O)/C(=C/c1ccco1)c1ccccc1,-5%

# Grouped by structure, the entries above containing a tert-butyl group
SMILES,GCN5L2 inh
CC(C)(C)OC(=O)N1CCC(c2nnc(SCc3ccccc3F)o2)CC1,2%
Cc1cc(C)c(NC(=O)CSc2ncc(S(=O)(=O)c3ccc(C(C)(C)C)cc3)c(=O)[nH]2)c(C)c1,-23%
CC(C)(C)c1ccccc1NC(=O)c1c(O)c2cccc3c2n(c1=O)CC3,-8%

# Records listed above printed as active in GCN5L2 inh.
SMILES,GCN5L2 inh
O=C1NN(c2ccc(Cl)c(Cl)c2)C(=O)/C1=C/c1cccc(OC(=O)c2cccs2)c1,35µM*

# Back to the main list, starting five compounds before the break.
SMILES,GCN5L2 inh
COC(=O)c1csc(C(=O)c2c[nH]c3ccccc23)n1,-16%&-14%
CCc1nc(SCC#N)c(C#N)cc1C,-11%
Cc1nc(NC(=O)c2ccc(Cl)cc2)sc1-c1csc(Nc2cccc(F)c2)n1,-7%
Cc1ccccc1NC(=O)c1c(O)c2cccc3c2n(c1=O)CCC3,1%
O=C(O)/C(=C/c1ccco1)c1ccccc1,-5%
CSc1nnc2n(Cc3ccccc3)c(=O)c3c4c(sc3n12)COC(C(C)C)C4 (stereo not drawn),-9%
CCn1c(SCC(=O)N/N=C/C=C/c2ccccc2[N+](=O)[O-])nnc1-c1ccc(Cl)cc1,15%
CCOC(=O)c1c(C)[nH]c(C(=O)Nc2ccc3c(c2)OCO3)c1C,-10%
CCN1CCN(c2ncnc3c2oc2nc(C(C)C)c4c(c23)CCC4)CC1,-1%
COc1ccc(-c2nsc3c(SCC(=O)Nc4cc(C)ccc4C)ncnc23)cc1,0%
CCn1c(=N)c(S(=O)(=O)c2ccc(C)cc2)cc2c(=O)n3ccccc3nc21,16%
CCOC(=O)c1ccccc1NC(=O)CN1C(=O)CC(c2ccco2)Sc2ccccc21 (stereo not drawn),-5%
CC1(C)O[C@H]2C[C@@H]3[C@H]4CCC5=CC(=O)C=C[C@]5(C)[C@@]4(F)[C@@H](O)C[C@]3(C)[C@]2(C(=O)CO)O1,-28%
C=CCn1cnc2c(c1=O)c1nc3ccccc3nc1n2-c1ccc(C)cc1,0%
CC1=C(C(=O)O)N2C(=O)[C@@H](NC(=O)[C@@H](N)c3ccccc3)[C@@H]2SC1,7%[21.4 µM]
O=C(Cn1c(COc2ccccc2)nc2ccccc21)Nc1cc(Cl)c(Cl)cc1Cl,-10%
CC(=O)N(C[C@@H](C)C(=O)O)c1c(I)cc(I)c(N)c1I,-5%[21.4 µM]
O=C1Nc2ccccc2C12OCCS2 (stereo not drawn),-2%
COc1ccc(-c2nnc3sc(-c4ccccn4)nn23)cc1,-6%

# From PubChem

# Only part of the results is shown; the hit share may differ from the screen's.
